High-throughput results (PubChem)
BCR signal inh = inhibitors of chronic active B-cell receptor signaling; ABC-DLBCL IkBa-CBG/CBR reporter, luminescence ratio, 4 h; Potency, µM (titrated, usually from 46.1 µM), without a hit: top-dose ratio change, negative = lower green/red ratio, actives largely listed as inhibitors; 0.05% of 340,000 active; AID 493014; active = well fitted inhibition curve with a large enough effect in the signal ratio, with a control signal flat, not every such curve was filed as active; inconclusive = small, poorly fitted or top-dose-only effect, or effect the other way, or a change in a side signal; the % refers to the signal ratio;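 also: potency is read from the fitted curve at half-maximal effect; plate controls were basal doxycycline-induced cells for no effect and cells given 10 µM MG132 for full effect; MG132 reads +100%, hits lower the ratio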
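Cell line TMD8 (human ABC DLBCL), stably expressing tet-inducible CBG68-IkBa fusion and CBR; IMDM/0.5% FBS; cpd up to 46 uM; dox induction, 4 h, 37C/5% CO2; dual luminescence; green/red ratio; MG132 control.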
Giardia kill = Giardia lamblia killing | Giardia lamblia trophozoite viability | activity change, % at 7.66 µM, hits read low | 0.15% of 340,000 active; in the data active = activity change below about -80%; inconclusive = between about -30% and that limit;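 also: parasites exposed to compound for two days anaerobically before the ATP read; % is scaled to controls: 0 for no effect and ±100 for the full control effect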
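Giardia lamblia trophozoites (100 cells/well) were incubated with compounds for 48 h at 37 deg C under anaerobic conditions. Viability was read as ATP content by one-step luminescence after 15-30 min at room temperature.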
GALK inh = galactokinase (human) inhibition. P51570. Purified GALK, Kinase-Glo residual ATP luminescence. Potency, µM (doses to about 57.5 µM), for the others: top-dose activity change, negative = inhibition, most hits filed as inhibitors. 0.007% of 270,000 active. AID 1868; also: potency is read from the fitted curve at half-maximal effect; % is scaled to controls: 0 for no effect and ±100 for the full control effect
Target sequence (P51570 whole entry, looked up): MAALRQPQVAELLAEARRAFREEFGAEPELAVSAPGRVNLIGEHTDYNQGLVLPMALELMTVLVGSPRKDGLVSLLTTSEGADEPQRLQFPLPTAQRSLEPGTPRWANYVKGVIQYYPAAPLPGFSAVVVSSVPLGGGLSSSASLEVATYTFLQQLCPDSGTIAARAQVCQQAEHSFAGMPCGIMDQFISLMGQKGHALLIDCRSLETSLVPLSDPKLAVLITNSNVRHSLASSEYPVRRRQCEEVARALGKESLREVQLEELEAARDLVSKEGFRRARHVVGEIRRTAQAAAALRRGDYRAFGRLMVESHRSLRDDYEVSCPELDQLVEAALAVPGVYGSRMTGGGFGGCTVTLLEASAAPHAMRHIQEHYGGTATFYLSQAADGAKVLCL
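Kinase-Glo Plus luminescence measured ATP left after a 1 h room-temperature reaction. The reaction used 5 nM GALK, 100 uM galactose and 35 uM ATP at pH 8.0 (20 mM HEPES, 5 mM MgCl2, 60 mM NaCl, 1 mM DTT, 0.01% BSA).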
Coupling enz = coupling enzyme interference in Giardia aldolase counter-screen. AID 2472. coupling enzyme system counterscreen, AmpLite Red fluorescence. 0.67% of 290,000 active. activity change, negative = inhibition, % at 58.2 µM, hits read low; in the data active = activity change below about -30%; also: % is scaled to controls: 0 for no effect and ±100 for the full control effect
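Final compound at 57.5 uM, incubated 10 min at RT with coupling enzyme reagent (glyceraldehyde-3-phosphate), then 20 min with substrate and AmpLite Red detection. Fluorescence read at 525/598 nm; tests interference with the coupling assay, not aldolase inhibition.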
hERG WT inh = inhibitors of human wildtype KCNH2 potassium channel; activity change, % at 1.84 µM; Q12809; 0.37% of 340,000 active; U2OS, BacMam KCNH2, thallium flux FluxOr; active compounds read low;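 active = maximum activity change below -70%; inconclusive = maximum activity change between -70% and -50%; inactive = maximum activity change above -50%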; also: % is scaled to controls: 0 for no effect and ±100 for the full control effect
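U2OS cells transduced with wild-type KCNH2 virus are loaded with FluxOr dye for 45 min, and thallium flux is measured in kinetic reads before and after stimulation buffer. Rate constants are normalized to DMSO controls.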
CXXC DNA block = inhibitors of human MLL CXXC domain-DNA interaction; AID 2662; MLL-CXXC / FITC-HOXA9 DNA fluorescence polarization; 0.037% of 290,000 active; Q03164; Potency, µM (titrated, usually from 115 µM), for the others: top-dose activity change, negative = inhibition, most hits filed as inhibitors; active = well fitted inhibition curve with a large enough effect in the polarisation, with a control signal flat, not every such curve was filed as active; inconclusive = small, poorly fitted or top-dose-only effect, or effect the other way, or a change in a side signal; inactive = no such curve, though single readings can be large or run the other way; the % refers to the polarisation; also: potency is read from the fitted curve at half-maximal effect
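Fluorescence polarization: 7 uM MLL-CXXC (stock) preincubated 5 min with compounds, then 50 nM fluorescein-HOX-A9 DNA (stock) added; 30 min ambient. Buffer 50 mM Tris-HCl pH 7.5, 50 mM NaCl, 1 mM DTT, 0.05% BSA.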
TCR act = activates T cell receptor signaling; primary human leukocytes, anti-CD3, IL-2 HTRF, 48 h; Potency, µM (top dose mostly 9.22 µM), for inactives: at the top dose activation of IL-2 secretion, actives largely listed as activators; 330,000 tested, under 10 active; also: % of control where 0% means no effect
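HTRF read-out of IL-2 secretion: europium cryptate donor excited at 320nm, d2 acceptor emission at 665nm. Cells were primary human leukocytes incubated 48 hr with compounds and a-CD3 beads, supplying TCR signal only.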
TSHR antagonist = human thyrotropin receptor antagonism; 0.2% of 330,000 active; TSHR-expressing cells, TSH-stimulated cAMP HTRF, 2 h; active compounds read low; AID 504810; P16473; activity change, negative = inhibition, % at 11.5 µM;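 active = activity change below a set negative limit, meaning inhibition stronger than a set level, cut at about -70% in these data; inconclusive = activity change between two set negative limits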; also: % is scaled to controls: 0 for no effect and ±100 for the full control effect
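Cell-based HTRF cAMP assay; TSHR cells + compound, TSH EC80 (4nM final), 2 h, 37 deg C. Lysis with anti-cAMP cryptate and cAMP-d2, 30 min RT, read 665/620 nm.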
Tb PFK inh = inhibitors of T. brucei phosphofructokinase; O15648; T. brucei PFK, ADP-Glo luminescence; Potency, µM (highest dose often 57.5 µM), for the others: at the top dose activity, negative = inhibition, actives largely listed as inhibitors; 0.17% of 330,000 active; AID 485367;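 also: potency is read from the fitted curve at half-maximal effect; 0% = uninhibited 1x PFK enzyme wells and -100% = no-enzyme wells; nearly all actives have a fitted effect of over 60% in size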
Target sequence (O15648 whole entry, looked up): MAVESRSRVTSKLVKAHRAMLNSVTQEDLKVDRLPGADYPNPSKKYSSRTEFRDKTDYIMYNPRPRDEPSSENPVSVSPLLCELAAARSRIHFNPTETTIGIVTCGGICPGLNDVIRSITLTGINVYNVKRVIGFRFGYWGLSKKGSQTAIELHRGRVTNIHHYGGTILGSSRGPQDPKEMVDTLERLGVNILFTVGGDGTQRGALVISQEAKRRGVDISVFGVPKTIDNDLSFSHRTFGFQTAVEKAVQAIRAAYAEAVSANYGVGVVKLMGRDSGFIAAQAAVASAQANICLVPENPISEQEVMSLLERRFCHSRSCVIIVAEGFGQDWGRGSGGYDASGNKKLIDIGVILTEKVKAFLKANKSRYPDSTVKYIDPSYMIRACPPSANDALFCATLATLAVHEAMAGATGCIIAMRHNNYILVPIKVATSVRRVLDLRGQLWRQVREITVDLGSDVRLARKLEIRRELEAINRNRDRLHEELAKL
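PFK 1.25 nM, F6P 0.5 mM, ATP 0.1 mM, 0.1 M TEA pH 8.0, 5 mM MgCl2, 0.01% Tween20, 0.1% BSA; 45 min RT. ADP-Glo readout. qHTS titration up to 57 uM; curves fitted, compounds curve-classed.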
AT treatment = candidate therapy for ataxia-telangiectasia; Potency, µM (series often up to 57.5 µM), for inactives: at the highest dose activation, actives largely listed as activators; 0.19% of 320,000 active; […] A-T fibroblasts, KAP-1 phosphorylation AlphaLISA; neocarzinostatin DNA damage 30 min before lysis; AID 485349; also: potency is read from the fitted curve at half-maximal effect; % of control where 0% means no effect; nearly all actives have a fitted effect of over 45% in size
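hTERT-immortalized A-T patient fibroblasts ([…]), 500 cells/well in OPTI-MEM, 1% FBS, got compounds for 60 min, then NCS for 30 min at 37C. Lysates were then assayed for phospho-KAP-1 by AlphaLISA (anti-pKAP1 donor, anti-KAP1 acceptor beads), 6 hr at 25C.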
* = called active by the depositor; ? = inconclusive; · = no result given; [ ] = remark or other dose. Unless noted, calls follow the shape of the dose curve; as a rule, active = well fitted curve in the direction sought with a large enough effect; inconclusive = small, poorly fitted or top-dose-only effect, or another doubt; inactive = no such curve, though single readings can be large; an effect the other way counts as inactive or inconclusive. Rows were taken by chance, and some 1.6% of all compounds hit somewhere here.

SMILES	BCR signal inh	Giardia kill	GALK inh	Coupling enz	hERG WT inh	CXXC DNA block	TCR act	TSHR antagonist	Tb PFK inh	AT treatment
NNC(=O)CS(=O)(=O)CS(=O)(=O)CC(=O)NN	?	1	·	-1	3	-7%	-4%	-5	0%	-4%
Cn1c(=O)oc2cc(S(=O)(=O)NCCC(=O)N3CCN(c4ccccc4)CC3)ccc21	-1%	-5	-3%	·	-7	14%	-1%	7	-3%	-4%
CC1CC(O)C(C)CN1 (stereo not drawn)	7%	13	1%	-1	0	-4%	-1%	2	-9%	0%
Cc1nnc(NC2(C(F)(F)F)C(=O)Nc3c2c(=O)n(C)c(=O)n3C)s1 (stereo not drawn)	?	1	-1%	1	-1	-2%	-4%	-9	0%	-2%
C=CCn1c(CCCOc2ccc(Cl)cc2Cl)nnc1SCC(=O)Nc1nccs1	2%	15	-2%	4	9	-7%	1%	-8	0%	1%
Cc1ccccc1-c1n[nH]c(=S)o1	-2%	-3	1%	3	-2	17%	6%	71	0%	-2%
COc1ccccc1C(=O)Nc1ccc(Br)c2cccnc12	5%	?	-1%	-3	-6	6%	·	4	1%	24%
CCn1c(SCc2nc3sc(C(=O)O)c(C)c3c(=O)[nH]2)nnc1-c1ccc(Cl)cc1	0%	-3	-1%	9	8	?	·	-3	3%	1%
Cc1ccc(/C=C2/C(=O)ON=C2c2ccccc2)o1	27%	-5	-3%	1	-1	-23%	-3%	-11	-1%	-1%
O=S(=O)(Nc1ccc2c(c1)OCCO2)c1ccc(F)cc1	0%	7	1%	5	-19	-15%	·	-1	0%	0%
COc1ccc(CN2CCCCCC2)cc1	-3%	8	6%	0	-19	2%	-7%	9	-8%	6%
CCN(CC)S(=O)(=O)c1ccc(NC(=O)C2CCCO2)cc1 (stereo not drawn)	3%	8	-4%	1	-16	3%	·	-3	0%	-1%
COc1cc(Cl)c(C)cc1NC(=O)c1ccccc1-n1cnnn1	-1%	11	·	·	-9	·	-4%[46.1 µM]	-2	1%	15%
O=C(COC(=O)C1COc2ccccc2O1)Nc1ccccc1OC(F)F (stereo not drawn)	0%	0	·	·	9	·	·	-4	0%	-4%
C/C(=N\NC(=O)CN1CCN(Cc2ccccc2)CC1)c1cccs1	-12%	-21	1%	-4	0	-3%	-3%	-6	-9%	-5%
CC(=O)C1=C(O)C(=O)N(c2ccc(C(=O)O)cc2)C1c1ccc([N+](=O)[O-])cc1 (stereo not drawn)	?	-19	7%	-1	-4	-10%	-128%	12	-6%	4%
Cc1ccc(C)c(N2C(=O)C3C4C=CC(CC4)C3C2=O)c1 (stereo not drawn)	3%	-20	1%	0	8	-8%	1%	-10	3%	31%
C/C(=N\NC(=O)c1ccc(COc2ccccc2)cc1)c1ccncc1	-4%	8	1%	1	-3	-2%	-4%	-1	-3%	3%
O=S(=O)(c1ccc(F)cc1)N1CCC(N2CCCC2)CC1	-6%	31[activator]	-3%	0	13	-10%	-7%	6	0%	2%
Cc1sc2nc(C(C)Nc3ccccc3N3CCOCC3)[nH]c(=O)c2c1C (stereo not drawn)	6%	-16	-1%	0	3	5%	8%	6	0%	4%
CC1S/C(=N/N=C/c2cccs2)NC1=O (stereo not drawn)	?	-25	0%	3	-12	3%	1%[46.1 µM]	5	-1%	4%
Cc1nnc(SCC(=O)Nc2ncc(Cc3ccc(F)cc3)s2)n1N	-5%	24	2%	-2	5	1%	0%	-7	-11%	-4%
CC(C)CCN(C(=O)CCSc1ccc(F)cc1)c1c(N)n(Cc2ccccc2)c(=O)[nH]c1=O	9%	-8	·	·	4	·	10%	0	0%	5%
O=S(=O)(NCc1cccnc1)c1cccc2cccnc12	4%	6	0%	-7	9	2%	2%	6	-6%	-5%
CCCN1CCC(NC(=O)CC2C(=O)NCCN2Cc2ccccc2C)CC1 (stereo not drawn)	2%	-25	-3%	1	6	3%	-4%	10	-1%	-11%
Cc1ccc(CSCCC(=O)NCCc2ccc(Cl)cc2)cc1	-8%	-3	0%	4	5	-3%	4%[46.1 µM]	-5	1%	3%
Cc1ccccc1N(C(=O)CS(=O)CC(=O)Nc1ccc(F)cc1)C(C)C(=O)NC(C)(C)C (stereo not drawn)	-3%	6	5%	1	11	13%	-2%	9	0%	5%
FCCCOc1ccc(-c2nccc(-c3ccc(F)cc3)n2)cc1	?	6	0%	0	-3	-7%	3%	-9	-2%	10%
CCCNC(=O)C(Cc1ccccc1F)NC(=O)c1ccccn1 (stereo not drawn)	1%	-20	·	·	8	·	-3%	-12	0%	10%
Cc1ccc(NC(=O)COC(=O)C2CC2C)c(S(=O)(=O)N2CCCCC2)c1 (stereo not drawn)	?	12	5%	0	-5	?	3%	-16	2%	3%
O=C(CSc1ccc2nnc(-c3ccccn3)n2n1)Nc1ccccc1F	0%	-4	-6%	·	-34	30%[activator]	9%	33	-3%	-4%
O=C(c1cc(COc2ccc(F)cc2F)on1)N1CCCC(c2ccccc2)C1 (stereo not drawn)	15%	2	1%	3	-3	-7%	-26%	2	1%	7%
COc1nnc(-c2ccc(N3CCOCC3)c(NC(=O)c3ccccc3)c2)c2ccccc12	?	4	-2%	0	16	-15%	0%	-13	2%	-1%
Cn1c(Cl)c(/C=N/OC(=O)c2ccccc2Cl)c2ccccc21	-7%	-7	-2%	0	-6	0%	2%	-2	-7%	7%
COc1ccc(C(=O)/C=C/Nc2c(C)n(C)n(-c3ccccc3)c2=O)c(OC)c1	3%	5	10%	1	-23	-9%	6%	4	1%	-2%
COc1ccccc1OCc1cc(C(=O)N2CCN(C)C(c3ccccc3)C2)no1 (stereo not drawn)	7%	-7	8%	·	7	11%	-6%	-4	-1%	13%
CC(C)OC(=O)Cn1cnc2ccc(Br)cc2c1=O	2%	-16	9%	4	14	5%	-2%	-1	2%	0%
O=C(NCCN=C1NS(=O)(=O)c2ccccc21)c1ccccc1	2%	12	-1%	0	-5	3%	-8%	-13	15%	-1%
O=C(C[n+]1ccccc1)Nc1ccccc1C(F)(F)F	6%	-25	0%	2	-4	1%	-1%	20	0%	3%
Nc1nc(CN2CCN(c3ccccc3F)CC2)nc(N2CCCc3ccccc32)n1	?	-2	-1%	1	-13	4%	3%	-3	3%	-4%

Three compounds from above, sorted by their value in BCR signal inh, high to low.
compound	BCR signal inh	GALK inh	CXXC DNA block	TCR act	TSHR antagonist	Tb PFK inh
CC(C)CCN(C(=O)CCSc1ccc(F)cc1)c1c(N)n(Cc2ccccc2)c(=O)[nH]c1=O	9%	·	·	10%	0	0%
COc1ccccc1OCc1cc(C(=O)N2CCN(C)C(c3ccccc3)C2)no1 (stereo not drawn)	7%	8%	11%	-6%	-4	-1%
COc1ccc(C(=O)/C=C/Nc2c(C)n(C)n(-c3ccccc3)c2=O)c(OC)c1	3%	10%	-9%	6%	4	1%

Next section:
SMILES	BCR signal inh	Giardia kill	GALK inh	Coupling enz	hERG WT inh	CXXC DNA block	TCR act	TSHR antagonist	Tb PFK inh	AT treatment
O=C(NCCCN1CCOCC1)c1ccc2c(c1)N(Cc1cccc(F)c1)C(=O)c1ccccc1S2	?	7	-2%	·	-3	16%	7%	-11	-22%	?
COc1ccc2c(c1)sc1nc(=O)ccn12	2%	-7	-2%	0	-6	-5%	·	10	2%	-2%
Cc1cccc(N2C(=O)c3cccnc3C2=O)c1	-2%	2	-1%	3	-19	6%	3%	23	-3%	0%
CCOc1cc(-c2noc(CCC(=O)NCC3CCCO3)n2)ccc1OC (stereo not drawn)	?	-2	-5%	-1	12	27%	6%	-11	0%	5%
Cc1ccc(NC(=O)CN(C)C(=O)c2ccccc2OCc2c(C)noc2C)cc1	0%	3	·	·	0	·	-6%	7	-9%	8%
COC(=O)c1ccc(N=Cc2c(C(F)(F)F)[nH]n(C)c2=O)cc1	?	21	8%	-2	-6	1%	0%	4	-6%	2%
Cc1ccc(N(C)/N=C/c2ccc(Cl)cc2Cl)nn1	4%	15	4%	1	-3	?	-4%	6	-16%	3%
COc1ccc(C(=O)NN(c2ccccc2)c2ccccc2)cc1	0%	-1	2%	4	-23	38%[activator]	0%	-15	2%	0%
Cn1c(=O)cc(SCC(=O)NCC2CCCO2)c2ccccc21 (stereo not drawn)	?	-13	3%	7	-3	-16%	0%	2	1%	-1%
COc1ccccc1OCC(=O)NNC(=O)c1ccoc1C	-3%	3	3%	-3	0	0%	1%[46.1 µM]	7	-3%	1%
Cc1cc(N2CCC(C(=O)NCC3CC3)CC2)nc(-c2ccccc2)n1	4%	19	-2%	4	-1	7%	0%	-10	0%	1%
Cc1ccc(NC(=O)/C=C\C(=O)NCC(=O)O)cc1C	3%	-2	2%	2	6	-4%	2%[46.1 µM]	5	28%	-6%
